Pol eta inh – inhibitors of human DNA polymerase eta; Q9Y253; recombinant Pol eta, fluorescent DNA replication assay; Potency, µM (top dose mostly 114 µM), without a hit: at the highest dose activity change, negative = inhibition, most hits filed as inhibitors; 390,000 tested, 1.2% active; further: potency means the concentration at half of the fitted maximal effect; on the % scale 0 is the no-effect control and ±100 the full control effect
Target sequence (Q9Y253 whole entry, looked up): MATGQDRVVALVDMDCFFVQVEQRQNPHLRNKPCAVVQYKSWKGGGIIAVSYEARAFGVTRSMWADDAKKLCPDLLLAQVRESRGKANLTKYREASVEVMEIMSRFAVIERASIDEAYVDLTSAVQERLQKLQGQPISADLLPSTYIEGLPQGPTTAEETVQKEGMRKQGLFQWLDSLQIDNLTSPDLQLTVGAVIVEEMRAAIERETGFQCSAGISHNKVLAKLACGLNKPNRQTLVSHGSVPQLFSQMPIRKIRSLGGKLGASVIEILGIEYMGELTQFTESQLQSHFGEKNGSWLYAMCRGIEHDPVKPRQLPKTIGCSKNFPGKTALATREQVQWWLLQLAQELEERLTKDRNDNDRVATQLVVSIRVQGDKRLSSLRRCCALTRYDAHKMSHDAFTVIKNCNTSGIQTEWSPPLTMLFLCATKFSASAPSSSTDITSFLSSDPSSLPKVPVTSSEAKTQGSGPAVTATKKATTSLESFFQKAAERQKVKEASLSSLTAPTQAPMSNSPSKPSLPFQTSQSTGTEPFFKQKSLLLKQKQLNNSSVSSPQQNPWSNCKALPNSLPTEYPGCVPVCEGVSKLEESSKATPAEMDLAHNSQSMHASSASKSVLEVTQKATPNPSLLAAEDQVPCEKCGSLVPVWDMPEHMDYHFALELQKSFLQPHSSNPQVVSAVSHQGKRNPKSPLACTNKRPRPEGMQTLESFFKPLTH
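Fluorescent replication assay: 50 nM final substrate added after a 15 min room-temperature compound preincubation with 10 nM enzyme. Signal taken at 0 min and again at 10 min.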
POLI inh – blocks human DNA polymerase iota activity; Q9UNA4; Pol iota fluorescent replication assay, 10 min; Potency, µM (series often up to 115 µM), for inactives: top-dose activity, negative = inhibition, most hits filed as inhibitors; 390,000 tested, 1% active; AID 588590; further: potency means the concentration at half of the fitted maximal effect
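Fluorescent replication assay read twice, at 0 min and 10 min after adding 50 nM (final) substrate. Enzyme (10 nM) and compounds were first incubated 15 min at room temperature; enzyme-free buffer wells were negative controls.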
RXFP1 antag – RXFP1 (human) relaxin receptor antagonism; Q9HBX9; HEK293-RXFP1, relaxin-stimulated cAMP HTRF, 30 min; hits give low values; activity change, negative = inhibition, % at 57.5 µM; 350,000 tested, 0.59% active; AID 1259400;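 active means activity change of -60% or lower, but not beyond a set lower limit; inconclusive means change between -60% and -40%, or beyond the set limit; inactive means change above -40%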; further: on the % scale 0 is the no-effect control and ±100 the full control effect
Tb PGK inh – blocks T. brucei phosphoglycerate kinase; P07378; AID 602233; 380,000 tested, 0.043% active; Potency, µM (top dose mostly 57.5 µM), without a hit: at the highest dose activity change, negative = inhibition, most hits filed as inhibitors; PGK/GAPDH coupled, Kinase-Glo luminescence, 60 min; further: potency means the concentration at half of the fitted maximal effect; on the % scale 0 is the no-effect control and ±100 the full control effect; nearly all actives have a fitted effect of over 60% in size
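Luminescent ATP detection (Kinase-Glo Plus) follows a 60-minute room-temperature incubation, with wells lacking PGK as controls. Buffer: 100 mM TEA (pH 7.6), 5 mM MgCl2, 0.01% Tween-20. Coupling enzyme GAPDH (100 nM final) supplies unstable 1,3-BPG in-well.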
Apoferritin bind – candidate novel general anesthetic via apoferritin binding; P02791; apoferritin/1-aminoanthracene competitive binding, fluorescence; Potency, µM (top dose mostly 77.5 µM), inactives show at the top dose activity change, negative = displacement, actives largely listed as inhibitors; 350,000 tested, 0.074% active; AID 485281; further: potency means the concentration at half of the fitted maximal effect; on the % scale 0 is the no-effect control and ±100 the full control effect; nearly all actives have a fitted effect of over 20% in size
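Concentration-response curves derived by four-parameter Hill fitting of normalized fluorescence, where compounds displaced 1-AMA from 10 uM horse apoferritin following a brief 10 min room-temperature incubation; propofol titration acted as positive control.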
Pol beta inh – inhibitors of human DNA polymerase beta | Pol beta primer extension/strand displacement, fluorescence kinetic | AID 485314 | 340,000 tested, 1.3% active | Potency, µM (top dose mostly 114 µM), without a hit: at the highest dose activity change, negative = inhibition, most hits filed as inhibitors | P06746; further: potency means the concentration at half of the fitted maximal effect; on the % scale 0 is the no-effect control and ±100 the full control effect
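Values derive from four-parameter Hill fits of normalized kinetic data: reads at 0 and 10 min following addition of 50 nM substrate to 10 nM Pol beta preincubated 15 min with compound.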
BLM helicase inh – Bloom syndrome helicase (human) inhibition; 350,000 tested, 0.2% active; recombinant BLM DNA unwinding, fluorescence dequenching; Potency, µM (highest dose often 56.1 µM), inactives show at the highest dose activity change, negative = inhibition, hits mostly inhibitors; P54132;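 further: potency means the concentration at half of the fitted maximal effect; plate controls were vehicle for no effect and no enzyme for full effect; nearly all actives have a fitted effect of over 35% in size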
POLK inh – DNA polymerase kappa (human) inhibition | Q9UBT6 | purified Pol kappa, fluorescent DNA synthesis assay, 10 min | Potency, µM (titrated, usually from 107 µM), without a hit: at the top dose activity, negative = inhibition, hits mostly inhibitors | 400,000 tested, 0.53% active; further: potency means the concentration at half of the fitted maximal effect; on the % scale 0 is the no-effect control and ±100 the full control effect
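Pol kappa 10 nM + cpd, 15 min RT; start w/ substrate 50 nM final; fluorescence kinetic read, 0 and 10 min. Neg ctrl: buffer, no enzyme.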
APEX1 inh – APE1 (human) endonuclease inhibition. P27695. recombinant APE1, TAMRA/BHQ-2 abasic DNA cleavage fluorescence. Potency, µM (titrated, usually from 65.8 µM), for the others: at the top dose activity change, negative = inhibition, actives largely listed as inhibitors. 350,000 tested, 0.35% active. AID 2517;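 further: potency means the concentration at half of the fitted maximal effect; plate controls were vehicle for no effect and reference inhibitor for full effect; nearly all actives have a fitted effect of over 55% in size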
Target sequence (P27695 whole entry, looked up): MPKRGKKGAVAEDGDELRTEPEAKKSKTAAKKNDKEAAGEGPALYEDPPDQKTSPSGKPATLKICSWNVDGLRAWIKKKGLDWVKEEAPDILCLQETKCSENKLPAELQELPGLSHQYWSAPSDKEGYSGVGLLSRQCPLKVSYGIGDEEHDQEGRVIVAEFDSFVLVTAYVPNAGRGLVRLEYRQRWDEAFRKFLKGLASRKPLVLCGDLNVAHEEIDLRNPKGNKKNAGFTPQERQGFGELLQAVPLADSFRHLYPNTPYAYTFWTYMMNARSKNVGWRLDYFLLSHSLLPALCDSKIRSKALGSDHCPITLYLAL
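Step 1: APE1 (0.75 nM) with compound, 15 min RT. Step 2: add 50 nM fluorophore/quencher THF duplex. Step 3: three fluorescence reads 60 s apart (525/598 nm); read 3 minus read 1 = reaction progress.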
* hit, by the source's call; [ ] = remark or other dose. Unless noted, the call rests on the fitted dose curve; in most records, active means well fitted curve in the direction sought with a large enough effect; inconclusive means small, poorly fitted or top-dose-only effect, or another doubt; inactive means no such curve, though single readings can be large; an effect the other way counts as inactive or inconclusive. Some of the compounds tested; count on the stated rates, not on these rows.

For CC1(C)CC(NC(=O)CCC2CCCC2)CC(C)(C)N1 the results were Pol eta inh 4.0%, POLI inh 4.5%, RXFP1 antag 9.3, Tb PGK inh -5.9%, Apoferritin bind 1.2%, Pol beta inh 4.5%, BLM helicase inh 0.1%, POLK inh 2.8% and APEX1 inh -0.4%.
COC(=O)C(C)NC(=O)N1CCN(c2nnc(C)c3c(C)n(-c4ccc(Cl)cc4)nc23)CC1 (stereo not given) was read as POLI inh 23.7%, RXFP1 antag 3.3, Apoferritin bind -7.0%, Pol beta inh -19.5%, BLM helicase inh 0.8% and POLK inh -24.2%.
Screening COc1ccc(NC(=O)CS(=O)c2cccc(C(F)(F)F)c2)cc1 (stereo not given) returned Pol eta inh -15.3%, POLI inh 28.9%, RXFP1 antag -0.9, Tb PGK inh -3.5%, Apoferritin bind -5.2%, Pol beta inh 1.1%, BLM helicase inh -1.0%, POLK inh 2.7% and APEX1 inh -19.9%.
Screening Cc1c(CCO)c(=O)[nH]n1S(=O)(=O)c1cccc(C(F)(F)F)c1 returned Pol eta inh -20.7%, POLI inh 41.3%[activator], RXFP1 antag 7.5, Tb PGK inh -4.9%, Apoferritin bind -5.5%, Pol beta inh 8.4%, BLM helicase inh -1.5%, POLK inh -19.5% and APEX1 inh 29.5%.
O=C1O/C(=C/c2ccccc2)c2ccccc21 was read as Pol eta inh inconclusive, POLI inh 22.9%, RXFP1 antag -6.8, Tb PGK inh 1.7%, Apoferritin bind inconclusive, Pol beta inh 12.2%, BLM helicase inh -7.3%, POLK inh -3.1% and APEX1 inh 1.0%.
CCOc1ccc2nc(NCCNC(=O)Nc3cccc(C)c3)c(C#N)cc2c1 was read as Pol eta inh -4.5%, POLI inh 15.4%, RXFP1 antag -19.0, Tb PGK inh 2.6%, Apoferritin bind 1.3%, Pol beta inh 5.5%, BLM helicase inh -2.8%, POLK inh -5.3% and APEX1 inh 12.3%.
COc1ccc(C(=O)OC(C)CN2CCOCC2)cc1 (stereo not given) was read as Pol eta inh 1.2%, POLI inh -16.4%, RXFP1 antag 11.2, Apoferritin bind -7.4%, Pol beta inh 11.3%, BLM helicase inh -0.8%, POLK inh -3.9% and APEX1 inh 8.4%.
For CCN(CC)S(=O)(=O)c1ccc2[nH]cc(C(=O)NCCCN3CCCCC3)c(=O)c2c1 the results were Pol eta inh 2.9%, POLI inh 6.7%, RXFP1 antag -2.1, Tb PGK inh -7.8%, Apoferritin bind -12.6%, Pol beta inh 4.3%, BLM helicase inh -9.5%, POLK inh -0.4% and APEX1 inh 2.2%.
Cc1cc(SCC(=O)Nc2cccc(S(=O)(=O)NC3=NCCCCC3)c2)c(C)cc1Br was read as Pol eta inh -17.6%, POLI inh 129.2%[activator], RXFP1 antag 13.3, Tb PGK inh inactive, Apoferritin bind 5.7%, Pol beta inh -6.8%, BLM helicase inh -3.3%, POLK inh -6.3% and APEX1 inh -4.3%.
Screening COc1cccc(C(=O)N(c2ccccc2)C2C=CS(=O)(=O)C2)c1 (stereo not given) returned Pol eta inh -2.8%, POLI inh 11.1%, RXFP1 antag 24.1, Tb PGK inh 6.2%, Apoferritin bind -1.8%, Pol beta inh 14.5%, BLM helicase inh -2.8%, POLK inh -8.8% and APEX1 inh 10.6%.
For C[C@@]12C(=O)Nc3ccc(F)cc3C(=O)N1[C@H]1c3cc(Br)ccc3OC[C@@H]1[C@@H]2c1ccccc1 the results were Pol eta inh -2.0%, POLI inh inconclusive, Tb PGK inh -4.2%, POLK inh -9.3% and APEX1 inh 4.6%.
COC(=O)c1ccc2c(c1)C(=O)/C(=C/c1ccc(O)cc1)O2 was read as Pol eta inh inconclusive, POLI inh inconclusive, RXFP1 antag 22.5, Tb PGK inh 1.2%, Apoferritin bind -6.2%, Pol beta inh inconclusive, BLM helicase inh -10.0%, POLK inh inconclusive and APEX1 inh -7.9%.
For O=C(CSc1nnc(-c2cccc(F)c2)c(-c2cccc(F)c2)n1)NC1CCCCC1 the results were Pol eta inh 3.2%, POLI inh 13.8%, RXFP1 antag -17.2, Tb PGK inh -1.3%, Apoferritin bind -10.4%, Pol beta inh 29.6%, BLM helicase inh -0.1% and POLK inh -1.0%[60.1 µM].
For Cc1ccc(CN(C)C(=O)COc2ccc(S(=O)(=O)N3CCCC3)cc2[N+](=O)[O-])c(C)c1 the results were Pol eta inh -11.1%, POLI inh 4.4%, RXFP1 antag 3.8, Tb PGK inh 0.6%, POLK inh -7.1% and APEX1 inh -11.5%.
CCC(C)(C)NC(=O)CCn1c(-c2ccccc2)cc(C(C)=O)c1C was read as Pol eta inh -7.1%, POLI inh -8.2%, RXFP1 antag -3.8, Tb PGK inh 6.8%, Apoferritin bind -3.7%, Pol beta inh 5.9%, BLM helicase inh -8.4%, POLK inh -3.7% and APEX1 inh 3.4%.
CCC(C)(C)NC(=O)C1CCC(CNS(=O)(=O)c2ccc3c(c2)CC(C)N3C(C)=O)CC1 (stereo not given) was read as Pol eta inh -4.6%, POLI inh -2.8%, RXFP1 antag 5.0, Tb PGK inh -2.0%, Apoferritin bind -4.3%, Pol beta inh 3.2%, BLM helicase inh -6.9% and POLK inh -8.5%.
`O=C(CC(n1cncn1)C(Cl)(Cl)Cl)c1ccc([N+](=O)[O-])cc1` (stereo not given) gave Pol eta inh -7.7%, POLI inh inconclusive, RXFP1 antag -6.0, Apoferritin bind inconclusive, Pol beta inh 7.7%, BLM helicase inh -3.4%, POLK inh 7.5% and APEX1 inh 6.9%.
`Cc1cccc(NC(=O)NNC(=O)c2ccc3ccccc3c2)c1` gave Pol eta inh -4.6%, POLI inh inconclusive, RXFP1 antag 1.3, Tb PGK inh -5.4%, Apoferritin bind inconclusive, Pol beta inh 8.4%, BLM helicase inh -9.4%, POLK inh -5.1% and APEX1 inh 1.2%.
`CCOC(=O)c1[nH]c2c(c1-c1ccccc1)C(=O)CC(c1ccccc1)C2` (stereo not given) gave Pol eta inh 0.3%, POLI inh 0.3%, Tb PGK inh 2.8%, Apoferritin bind -9.0%, Pol beta inh 0.5%, BLM helicase inh -5.1%, POLK inh -15.4% and APEX1 inh 2.4%.
COc1cc(OC)c(C(=O)N2CCN(c3ccccn3)CC2)cc1OC was read as Pol eta inh -15.8%, POLI inh 7.2%, RXFP1 antag -3.2, Tb PGK inh -9.6%, Apoferritin bind -5.7%, Pol beta inh -20.0%, BLM helicase inh 1.3%, POLK inh 1.1% and APEX1 inh 5.9%.
For O=C(CCc1nc(-c2ccc(Cl)cc2)no1)NCC1CCCO1 (stereo not given) the results were Pol eta inh -10.8%, POLI inh 29.3%, RXFP1 antag 1.2, Tb PGK inh -0.2%, Apoferritin bind -9.3%, Pol beta inh -17.2%, BLM helicase inh -0.8%, POLK inh -0.2% and APEX1 inh 4.4%.
Cc1ccc(-c2nnc(N3CCOCC3)c3ccccc23)cc1S(=O)(=O)NCc1cccnc1 was read as Pol eta inh -13.5%, POLI inh 11.9%, RXFP1 antag -17.9, Tb PGK inh -2.3%, Apoferritin bind -18.3%, Pol beta inh inconclusive, BLM helicase inh 0.6%, POLK inh 3.7% and APEX1 inh -6.3%.
Screening CC(C)(C)C(=O)COC(=O)c1c2c(nc3ccccc13)CCC2 returned Pol eta inh 79.4µM*, POLI inh inconclusive, RXFP1 antag -8.1, Tb PGK inh -9.2%, Apoferritin bind -18.3%, Pol beta inh 17.8µM*, BLM helicase inh -17.7%, POLK inh -11.0% and APEX1 inh 10.1%.
For CCCCCCC1NC(C(=O)O)CS1 (stereo not given) the results were Pol eta inh -4.8%, POLI inh -0.8%, RXFP1 antag 2.3, Tb PGK inh -4.6%, Apoferritin bind -0.2%, Pol beta inh -16.7%, BLM helicase inh 0.4%, POLK inh -6.4% and APEX1 inh -0.7%.
For CCn1c(=O)c2cc(C(=O)N3CCN(C(=O)c4ccco4)CC3)sc2c2ccccc21 the results were Apoferritin bind -7.3%, Pol beta inh 6.4%, BLM helicase inh -13.4% and APEX1 inh 9.1%.
For Cc1[nH]nc2c1C1(CCN(C(=O)OCc3ccccc3)CC1)C(C#N)=C(N)O2 the results were Pol eta inh -0.5%, POLI inh 11.6%, RXFP1 antag 8.2, Tb PGK inh inactive, Apoferritin bind -9.3%, Pol beta inh -6.7%, BLM helicase inh -0.5%, POLK inh -12.3% and APEX1 inh -7.5%.
For COc1ccc(N(C(=O)c2cnccn2)C(C(=O)NC2CCCCC2)c2cc(OC)c(OC)c(OC)c2)cc1 (stereo not given) the results were Pol eta inh -8.1%, POLI inh -12.7%, RXFP1 antag 2.3, Tb PGK inh -7.3%, Apoferritin bind -7.1%, Pol beta inh 9.3%, BLM helicase inh -6.8%, POLK inh -0.2% and APEX1 inh 10.4%.
Screening OCC1(Cc2cccc(F)c2)CCN(Cc2cccc3nccnc23)CC1 returned Pol eta inh -6.0%, POLI inh 42.6%[activator], RXFP1 antag 9.6, Tb PGK inh -0.5%, Apoferritin bind -6.4%, Pol beta inh 0.9%, BLM helicase inh 1.4%, POLK inh -2.2% and APEX1 inh -2.6%.
Screening O=C(CN1CCN(Cc2ccccc2F)C1=O)NC1CCCC1 returned Pol eta inh -6.8%, POLI inh -7.4%, RXFP1 antag -5.4, Tb PGK inh -0.3%, Apoferritin bind -2.1%, Pol beta inh 18.8%, BLM helicase inh -2.3%, POLK inh -17.3% and APEX1 inh 3.8%.
`Cc1ccc(OCC(=O)NC2CCCc3ccccc32)c(C)c1` (stereo not given) gave Pol eta inh -14.5%, POLI inh 260.0%[activator], RXFP1 antag -24.4, Tb PGK inh -8.1%, Apoferritin bind -13.3%, Pol beta inh 17.5%, BLM helicase inh -7.7%, POLK inh -12.0% and APEX1 inh -0.3%.

Screening data: PubChem, National Center for Advancing Translational Sciences (NCATS)
